GAA glycogen mod: inhibitors or activators of human alpha-glucosidase glycogen cleavage. Potency, µM (highest dose often 76.4 µM), for inactives: top-dose activity change, negative = inhibition, actives largely listed as inhibitors. recombinant GAA, glycogen substrate, Amplex Red glucose oxidase fluorescence. 300,000 tested, 0.38% active. P10253;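 note: 0% = full enzyme reaction and -100% = no-enzyme basal signal; the screen sought inhibitors and activators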
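Recombinant human enzyme (4 nM); glycogen substrate; 37 C, 40 min, pH 5.0. Readout: coupled glucose oxidase/Amplex Red fluorescence.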
aGlu spleen mod: inhibitors or activators of human alpha-glucosidase in spleen homogenate; human spleen homogenate, 4-MU-alpha-glucoside fluorescence; Potency, µM (top dose mostly 79.9 µM), without a hit: top-dose activity change, negative = inhibition, actives largely listed as inhibitors; P10253; 240,000 tested, 0.006% active;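 note: 0% = enzyme with vehicle and -100% = no enzyme basal signal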
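Human spleen homogenate (1 ug) incubated with compounds and 1 mM 4-methylumbelliferyl-alpha-D-glucopyranoside in pH 5.0 citrate/phosphate buffer, 37 C, 40 min. Stopped at pH 10; 4-MU fluorescence (Ex 365/Em 440 nm); AC50 by Hill fit.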
GLA spleen mod: inhibitors or activators of human alpha-galactosidase in spleen homogenate | 240,000 tested, 0.008% active | P06280 | Potency, µM (series often up to 80 µM), without a hit: at the top dose activity change, negative = inhibition, usual class: inhibitors | human spleen homogenate, 4MU-alpha-Gal fluorescence, 40 min;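 note: 0% = enzyme with vehicle and -100% = no enzyme basal signal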
Target sequence (P06280 32-429 limits assumed): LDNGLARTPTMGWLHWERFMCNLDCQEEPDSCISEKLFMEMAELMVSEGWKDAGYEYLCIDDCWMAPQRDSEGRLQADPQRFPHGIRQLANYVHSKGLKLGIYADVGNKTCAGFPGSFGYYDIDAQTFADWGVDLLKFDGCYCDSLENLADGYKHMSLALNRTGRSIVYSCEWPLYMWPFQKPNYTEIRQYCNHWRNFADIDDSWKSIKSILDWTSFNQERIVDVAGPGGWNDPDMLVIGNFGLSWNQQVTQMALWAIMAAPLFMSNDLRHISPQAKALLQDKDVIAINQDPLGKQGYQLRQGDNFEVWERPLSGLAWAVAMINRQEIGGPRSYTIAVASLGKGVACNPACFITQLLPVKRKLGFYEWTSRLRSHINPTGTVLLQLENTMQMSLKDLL
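Spleen homogenate 1 ug + cpd (titration) + 4-MU-alpha-D-galactopyranoside 1 mM; 37C 40 min; 50 mM citrate/phosphate pH 5.0, 0.01% Tween-20; stop pH 10; fluorescence 365/440; AC50 via Hill.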
GAA inhib: inhibitors of human lysosomal alpha-glucosidase. 200,000 tested, 0.005% active. purified human GAA, 4-MU-alpha-glucoside fluorescence. Potency, µM (top dose mostly 76.9 µM), inactives show at the highest dose activity change, negative = inhibition, usual class: inhibitors. P10253;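 note: plate controls were uninhibited enzyme wells for no effect and no-enzyme background for full effect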
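Read-out is 4-methylumbelliferone fluorescence (Ex 365/Em 440 nm) after NaOH/glycine stop at pH 10. Enzyme 4 nM, substrate 400 uM, pH 5.0 citrate buffer, 20 min room temperature; AC50 from Hill-equation concentration-response.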
Epigenetic derep: epigenetic control regulation, reporter derepression | 280,000 tested, 0.2% active | AID 1865 | Potency, µM (titrated, usually from 53.9 µM), for the others: at the top dose GFP activation, actives largely listed as activators | murine LDR cells, GFP reporter derepression, 30 h; note: % of control where 0% means no effect; nearly all actives have a fitted effect of over 60% in size
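In this reporter-derepression format, murine cells bearing a silenced integrated CMV-GFP locus incubate with test compound (30 h, 37 C), then are washed and imaged; fluorescent objects of 20–120 um count as induced cells.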
ALDH1A1 block: blocks purified human ALDH1A1 activity; Potency, µM (top dose mostly 75.3 µM), for inactives: top-dose activity, negative = inhibition, usual class: inhibitors; Purified ALDH1A1, NADH fluorescence, propionaldehyde substrate; P00352; AID 1030; 220,000 tested, 7.3% active; active = well fitted inhibition curve with a large enough effect, not every such curve was filed as active; inconclusive = small, poorly fitted or top-dose-only effect, or another doubt; inactive = no such curve, though single readings can be large or run the other way;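 note: plate controls were no enzyme wells and a reference inhibitor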
Target sequence (P00352 whole entry, looked up): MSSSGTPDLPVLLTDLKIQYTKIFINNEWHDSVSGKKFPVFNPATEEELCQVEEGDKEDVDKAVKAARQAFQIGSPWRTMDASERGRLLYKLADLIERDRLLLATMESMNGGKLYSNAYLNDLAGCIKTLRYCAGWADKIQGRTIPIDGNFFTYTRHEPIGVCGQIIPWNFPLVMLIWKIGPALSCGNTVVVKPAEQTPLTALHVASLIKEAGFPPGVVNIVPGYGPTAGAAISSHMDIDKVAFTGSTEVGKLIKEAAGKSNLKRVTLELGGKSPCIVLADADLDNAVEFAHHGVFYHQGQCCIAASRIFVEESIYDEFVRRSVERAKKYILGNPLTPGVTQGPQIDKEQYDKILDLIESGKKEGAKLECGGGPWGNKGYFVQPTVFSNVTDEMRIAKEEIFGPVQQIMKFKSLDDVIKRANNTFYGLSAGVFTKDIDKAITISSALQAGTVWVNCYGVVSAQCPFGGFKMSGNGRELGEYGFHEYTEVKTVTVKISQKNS
NPSR antagonist: antagonists of human neuropeptide S receptor cAMP signaling; Q6W5P4; CHO-NPSR cells, cAMP TR-FRET, antagonist mode; Potency, µM (titrated, usually from 38.3 µM), for the others: at the highest dose activity change, negative = inhibition, most hits filed as inhibitors; 220,000 tested, 1% active; note: % is set by controls: 0 for no effect and ±100 for the full control effect; nearly all actives have a fitted effect of over 50% in size; many of its hits are not listed in these tables
Tau fluor counter: counter-screen for tau fibril formation inhibitors; tau K18 P301L (four-repeat tau fragment) Alexa594 fluorescence, heparin fibrillization; Potency, µM (doses to about 57.7 µM), inactives show top-dose activity change, negative = decrease; 280,000 tested, 0.93% active; AID 1463; note: % is set by controls: 0 for no effect and ±100 for the full control effect; nearly all actives have a fitted effect of over 55% in size
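Human K18 P301L tau (15 uM unlabeled plus 0.24 uM Alexa 594-labeled, final) in 100 mM sodium acetate pH 7 was mixed with compound and 20 uM heparin and incubated 6 hr at 37 C.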
Active calls of the source: *; ? = inconclusive; . = not tested or not shown; & = joins results of further samples; [ ] = another dose, or the depositor's remark. Unless noted, calls come from the whole dose curve; as a rule, active = well fitted curve in the direction sought with a large enough effect; inconclusive = small, poorly fitted or top-dose-only effect, or another doubt; inactive = no such curve, though single readings can be large; an effect the other way counts as inactive or inconclusive. Potency is the fitted concentration of half-maximal effect. Some of the compounds tested. The share of hits here may be higher or lower than overall.

SMILES	GAA glycogen mod	aGlu spleen mod	GLA spleen mod	GAA inhib	Epigenetic derep	ALDH1A1 block	NPSR antagonist	Tau fluor counter
COc1ccc(C2OC[C@H]3O[C@H](O)[C@H](NC(C)=O)[C@@H](O)[C@@H]3O2)cc1 (some centres not stated)	-4%	-4%	7%	7%	-2.2%	-3%	-6%	-12%
CCOC(=O)Cc1csc(N)n1	5%	0%	-4%	0%	-5.7%	6%	-1%[46.1 µM]	-8%
CC12CC3(C)CC(C)(C1)CC(C(=O)NCC(=O)O)(C2)C3	5%	3%	3%	5%	-3.2%	5%	5%	4%
Cc1nc(N2CCOCC2)sc1C=O	18%	-14%	-13%	8%	3.0%	-6%	-12%	-4%
COc1ccc(-n2c(Cc3cccn3C)nnc2SCC(=O)NCC2CCCO2)cc1 (configuration not stated)	5%	-6%	-1%	1%	-0.9%	-13%	-6%[46.1 µM]	15%
O=C(NCC1CCCO1)c1cccc(Br)c1 (configuration not stated)	-5%	-6%	-5%	1%	-1.0%	7%	0%[46.1 µM]	5%
Nc1ccccc1Oc1ncc(C(F)(F)F)cc1Cl	0%	-5%	-2%	6%	-1.1%	7%	0%[46.1 µM]	-14%
CC(=O)NCCc1nc2cc(NC(=O)c3ccccc3)ccc2n1C	-13%	-7%	2%	3%	-0.1%	-2%	15%	-2%
CC(=O)c1c(C)cc(C)c(CSc2nc(C)cc(=O)[nH]2)c1C	-10%	6%	5%	-5%	0.0%	-15%	-13%[46.1 µM]	-9%
Cc1cccc(OCCNc2cc(N3CCN(CCO)CC3)ccc2[N+](=O)[O-])c1	17%	-9%	-2%	-10%	-0.9%	-4%	-21%[46.1 µM]	?
O=C(CN1CCCN(Cc2ccc(F)cc2Cl)C1=O)NC1CCCCCCC1	2%	-8%	6%	-8%	-0.9%	?	-12%[46.1 µM]	-4%
C[C@H]1COc2c(C3(N)CC3)c(F)cc3c(=O)c(C(=O)O)cn1c23	-2%	2%	-10%	-8%[15.4 µM]	2.1%	.	24%	-3%

Shown comma-delimited: two of the compounds above
molecule,GAA glycogen mod,aGlu spleen mod,GLA spleen mod,GAA inhib,Epigenetic derep,ALDH1A1 block,NPSR antagonist,Tau fluor counter
CC(=O)NCCc1nc2cc(NC(=O)c3ccccc3)ccc2n1C,-13%,-7%,2%,3%,-0.1%,-2%,15%,-2%
CC(=O)c1c(C)cc(C)c(CSc2nc(C)cc(=O)[nH]2)c1C,-10%,6%,5%,-5%,0.0%,-15%,-13%[46.1 µM],-9%

(list continues)
SMILES	GAA glycogen mod	aGlu spleen mod	GLA spleen mod	GAA inhib	Epigenetic derep	ALDH1A1 block	NPSR antagonist	Tau fluor counter
CCOC(=O)C1C(c2ccc(Cl)cc2)NC(=S)NC1(O)C(F)(F)F (configuration not stated)	-19%	1%	1%	0%	2.6%	7.9µM*	6%	-14%
OCCC1CN(Cc2cccn2-c2nccs2)CCN1C1CCCCC1 (configuration not stated)	-3%	4%	-7%	.	-1.2%	4%	-16%	-14%
CC(C)O/C(=N\S(=O)(=O)c1ccc(Cl)cc1)c1ccccc1	7%	1%	3%	6%	1.6%	-2%	-10%[46.1 µM]	-8%
COCCCNC(=O)C1CCN(S(=O)(=O)c2c(C)noc2/C=C\c2ccc(OC)cc2)CC1	2%	-3%	-4%	0%	-1.0%	?	-16%[46.1 µM]	-4%
CCOC(=O)c1csc(-c2ccc3c(c2)CCO3)n1	-1%	-3%	-11%	2%	-0.1%	1%	15%	-7%
CCc1ccc(NC(=O)Nc2ccncc2)cc1	18%	1%	-3%	5%	-3.1%	-3%	14%	-18%
CC(C)OC(=O)C1C(=O)CC(C)(O)C(C(=O)OC(C)C)C1c1cccc([N+](=O)[O-])c1 (configuration not stated)	-6%	6%	5%	2%	-1.2%	?	-29%	4%
O=C(/C=C/c1ccc2c(c1)OCO2)Nc1nc(-c2ccc(F)cc2F)cs1	2%	-1%	4%	-4%	-1.9%	?	-38%	-11%
COC(=O)[C@H]1C[C@@H]1[C@H](NC(=O)c1cnccn1)c1ccccc1	9%	1%&5%	-9%&4%	11%	-1.7%&1.5%	-6%	17%	-5%&1%
Cc1c(C#N)c(NC(=O)CCl)n(Cc2ccccc2)c1C	-20%	2%	1%	0%	?	-7%	-2%	-4%
O=C(Nc1ccc2c(c1)OCO2)C1CCN(S(=O)(=O)c2cccc3cccnc23)CC1	7%	-7%	-6%	?	-3.1%	-6%	-13%[46.1 µM]	-19%
O=C(Nc1ccc(F)c(Cl)c1)NC1CC1	7%	-1%	1%	.	1.0%	?	-47%	6%
CCOP(=O)(OCC)c1nc(-c2ccc(Cl)cc2Cl)oc1N1CCCCC1	0%	-9%	-15%	2%	2.9%	?	?	-2%
Cc1nc(-c2nc(-c3c(C(=O)NN)noc3C)cs2)cs1	-14%	.	-1%	0%	?	-9%	4%	-8%
Fc1cccc(NC(=S)N2CCn3cccc3C2c2cccnc2)c1 (configuration not stated)	3%	-14%	2%	-13%	2.6%	-4%	-32%	-9%
COc1ccccc1N1CCN(/N=C/c2cccc(OC)c2O)CC1	?	2%	2%	?	-5.4%	2%	-8%	-4%
O=C(COc1cc(F)ccc1[N+](=O)[O-])Nc1ccc(N2CCOCC2)cc1	4%	1%	1%	3%	0.9%	13µM*	1%	-18%
CC(=O)OCC1OC(OC(C)=O)C(NC(=O)Cc2ccccc2)C(OC(C)=O)C1OC(C)=O (configuration not stated)	3%	-1%	7%	10%	-4.0%	0%	-9%	-8%
O=C1COc2ccc(C(=O)CSc3nnc(-c4cccs4)n3Cc3ccccc3)cc2N1	-3%	4%	4%	-1%	?	?	-21%[46.1 µM]	-12%
O=C(O)CCCC(=O)Nc1ccc(C(=O)N2CCCCC2)c(Cl)c1	3%	3%	1%	-5%	-1.1%	-2%	-6%[46.1 µM]	2%
COc1ccc(C(=O)Nc2ccc(CN3CCCCC3)cc2)cc1	-21%	-8%	-2%	8%	0.2%	-1%	14%	-4%
COc1ccc(CCNC(=O)/C(C#N)=C/c2ccc(OCC(=O)NCC3CCCO3)cc2)cc1OC (configuration not stated)	-4%	-3%	5%	8%	3.4%	-3%	-23%	-2%
Cn1c(=O)c2c(nc(NCc3ccco3)n2Cc2ccccc2Cl)n(C)c1=O	1%	-6%	3%	-4%	7.8%	12%	-2%[46.1 µM]	-2%
Cc1cc(C)c2c(c1)/C(=N/NC(=O)c1cc(C)oc1C)CCC2	-9%	1%	-3%	-3%	-8.4%	-5%	-23%	-5%
O=C(CCCCn1c(=O)c2ccccc2n(CC(=O)NC2CCCC2)c1=O)NC1CCCC1	2%	-3%	-5%	8%	0.3%	-9%	-3%[46.1 µM]	-4%
CCCCCc1ccc(CC(=O)Nn2c(C)nc3ccccc3c2=O)cc1	-15%	0%	3%	-10%	-2.3%	?	-17%[46.1 µM]	-26%
C=CCNC(=S)NNc1ncnc2sc3c(c12)CC(C)(C)OC3	11µM*	-22%	-5%	-8%	-0.9%	1.4µM*	2%[46.1 µM]	-2%
CCSc1nc(N)nc(-c2cccs2)c1C#N	-11%	-1%	11%	0%	2.1%	?	12%[46.1 µM]	-25%
CC(C)(C)c1cc[n+](-c2nc([O-])sc2C=O)cc1	2%	0%	-7%	-3%	0.0%	6%	-1%	-13%
N#CCC(=O)N/N=C/c1ccc(Sc2nc3ccccc3s2)o1	-5%	-9%	1%	-9%	-1.1%	11%	-1%[46.1 µM]	-27%
Cc1cccc(-c2noc(-c3ccccc3C(=O)NCC3CCCO3)n2)c1 (configuration not stated)	-12%	4%	5%	-2%	3.8%	16µM*	-20%[46.1 µM]	-5%
CC(=O)c1cc(-c2ccccc2)n(CCC(=O)NC2CCCC2)c1C	-9%	5%	5%	-1%	5.4%	4%	2%	-5%
Cc1ccc(NC(=O)C2(S(=O)(=O)c3ccc(C)cc3)CC2)cc1	5%	1%	2%	-3%	-1.6%	10%	-20%[46.1 µM]	-11%
O=C(COC(=O)c1n[nH]c(=O)c2ccccc12)c1ccc(Cl)cc1	-5%	1%	5%	-13%	0.0%	3%	-12%[46.1 µM]	-8%
CCOC(=O)N1CCN(C(=O)CSc2ccc3nnc(CCNC(=O)c4ccc(OC)cc4)n3n2)CC1	1%	-7%	-5%	0%	8.8%	7.9µM*	13%	-5%
CN(CC(=O)Nc1ccc(Cl)cc1)S(=O)(=O)c1cccc2cccnc12	5%	2%	7%	-8%	-0.2%	5%	-14%[46.1 µM]	-18%
Cc1c(S(=O)(=O)N2CCc3ccccc3C2)c(=O)n(C)c(=O)n1C	3%	1%	7%	3%	0.0%	-1%	-11%[46.1 µM]	-1%
O=c1c(-c2ccccc2)[n+]([O-])c2ccccc2n1O	5%	-13%	-7%	-10%	-0.1%	-5%	-8%[46.1 µM]	-13%
COc1ccc(C(C)(C)C)cc1NC(=O)COC(=O)c1ccc([N+](=O)[O-])o1	2%	-11%	2%	-29%	-1.3%	?	-2%	-24%
Cc1ccnc(SCCn2c(Br)nc3c2c(=O)[nH]c(=O)n3C)n1	1%	6%	9%	3%	-0.7%	5%	-2%[46.1 µM]	3%
N#C/C(=C\c1cccc([N+](=O)[O-])c1)C(=O)Nc1cccnc1	-9%	2%	4%	3%	4.0%	11µM*	27%	-10%
CS(=O)(=O)NC1CCN(Cc2ccccc2)CC1	-1%	-3%	-15%	-1%	1.2%	7%	-2%[46.1 µM]	3%
Cc1nc(SCC(=O)NCc2ccco2)c2oc3ccccc3c2n1	-2%	2%	-4%	1%	2.1%	-15%	-1%[46.1 µM]	-2%
COc1cc2oc(=O)cc(-c3ccc(-c4ccc(F)c(Cl)c4)cc3)c2c(OC)c1OC	.	1%	5%	.	0.3%	?	.	-20%[81.3 µM]
Cc1nn(C)cc1CNC(=O)c1cccc(F)c1	-2%	8%	7%	-9%	0.0%	13%	14%	9%
Cc1ccc(C2C(C#N)=C(N)Oc3n[nH]c(-c4cccs4)c32)cc1 (configuration not stated)	-18%	1%	-5%	1%	-1.0%	-8%	-13%[46.1 µM]	?
O=C(CCO)c1ccc(O)cc1	?	1%	2%	.	0.0%	?	-19%	-5%

Quoted from the listing.
Cc1nc(SCC(=O)NCc2ccco2)c2oc3ccccc3c2n1 in GAA glycogen mod = -2%
N#C/C(=C\c1cccc([N+](=O)[O-])c1)C(=O)Nc1cccnc1 in Epigenetic derep = 4.0%
Cc1ccc(C2C(C#N)=C(N)Oc3n[nH]c(-c4cccs4)c32)cc1 (configuration not stated) in ALDH1A1 block = -8%

From PubChem
